Tau FP inhib = blocks human tau fibril formation measured by polarization; hit rate 0.39% among 280,000; Potency, µM (highest dose often 57.7 µM), without a hit: at the top dose activity, negative = inhibition, hits mostly inhibitors; AID 1468; K18 P301L tau heparin fibrillization, Alexa594 FP, 6 h; also: potency is read from the fitted curve at half-maximal effect; % is scaled to controls: 0 for no effect and ±100 for the full control effect; nearly all actives have a fitted effect of over 55% in size
Target sequence (P10636 561-689 P618L limits assumed): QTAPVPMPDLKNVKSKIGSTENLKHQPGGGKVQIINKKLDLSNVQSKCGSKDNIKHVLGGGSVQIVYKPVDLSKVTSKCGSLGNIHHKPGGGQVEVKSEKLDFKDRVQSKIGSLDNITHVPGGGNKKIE
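Steps: dispense K18 P301L tau (15 uM plus 0.24 uM Alexa 594 tracer, final) in pH 7 sodium acetate; add compound; add heparin (20 uM final); incubate 6 hr, 37 C; add ThT (30 uM final); after 1 hr ambient, read FP.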
TRb SRC2 PPI = inhibitors of human thyroid hormone receptor beta-SRC2 interaction | TRbeta-SRC2 peptide binding, fluorescence polarization; receptor liganded with 1 µM T3 | Potency, µM (series often up to 106 µM), for inactives: at the highest dose activity change, negative = inhibition, hits mostly inhibitors | hit rate 0.065% among 280,000 | AID 1469;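 also: potency is read from the fitted curve at half-maximal effect; plate controls were bound peptide for no effect and peptide without receptor for full effect; nearly all actives have a fitted effect of over 50% in size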
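Binding of a 20-amino-acid Texas Red SRC2 peptide (20 nM) to TRb ligand-binding domain (0.6 uM) with agonist T3 at 1 uM was followed by fluorescence polarization after a 5 hr room-temperature incubation.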
Tau fluor counter = counter-screen for tau fibril formation inhibitors | tau K18 P301L (four-repeat tau fragment) Alexa594 fluorescence, heparin fibrillization | Potency, µM (doses to about 57.7 µM), for inactives: at the highest dose activity change, negative = decrease | hit rate 0.93% among 280,000; also: potency is read from the fitted curve at half-maximal effect; % is scaled to controls: 0 for no effect and ±100 for the full control effect; nearly all actives have a fitted effect of over 55% in size
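Human K18 P301L tau (15 uM unlabeled plus 0.24 uM Alexa 594-labeled, final) in 100 mM sodium acetate pH 7 was mixed with compound and 20 uM heparin and incubated 6 hr at 37 C.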
NPSR antagonist = blocks cAMP signaling of the human neuropeptide S receptor; hit rate 1% among 220,000; CHO-NPSR cells, cAMP TR-FRET, antagonist mode; Potency, µM (series often up to 38.3 µM), for the others: top-dose activity change, negative = inhibition, most hits filed as inhibitors; Q6W5P4; also: potency is read from the fitted curve at half-maximal effect; % is scaled to controls: 0 for no effect and ±100 for the full control effect; nearly all actives have a fitted effect of over 50% in size; many of its hits are not listed in these tables
Target sequence (Q6W5P4 whole entry, looked up): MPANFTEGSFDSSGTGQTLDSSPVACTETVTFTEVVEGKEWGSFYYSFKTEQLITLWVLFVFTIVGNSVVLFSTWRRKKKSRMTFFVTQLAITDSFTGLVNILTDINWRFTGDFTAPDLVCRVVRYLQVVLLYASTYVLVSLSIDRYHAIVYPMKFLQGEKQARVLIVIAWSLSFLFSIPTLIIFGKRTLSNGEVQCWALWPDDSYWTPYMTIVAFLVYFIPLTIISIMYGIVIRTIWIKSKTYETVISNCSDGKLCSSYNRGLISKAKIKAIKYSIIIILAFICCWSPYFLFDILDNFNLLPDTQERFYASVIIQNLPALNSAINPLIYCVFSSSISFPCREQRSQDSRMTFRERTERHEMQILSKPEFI
CBFb RUNX1 block = inhibitors of human CBF-beta and RUNX1 interaction; AlphaScreen CBFb-His/RUNX1-biotin binding, biochemical; AID 1477; Potency, µM (doses to about 59.8 µM), for inactives: at the highest dose activity, negative = inhibition, actives largely listed as inhibitors; 230,000 tested, under 10 active; also: % of control where 0% means no effect
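CBFb-His/RUNX1-biotin, 30 nM each, preincubated 20 min RT; compound 15 min RT; Ni + streptavidin beads 50 ng each, 90 min RT; AlphaScreen read.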
Epigenetic reg = regulators of epigenetic silencing causing reporter derepression in mouse cells; Potency, µM (titrated, usually from 53.9 µM), without a hit: top-dose GFP activation, most hits filed as activators; hit rate 0.2% among 280,000; murine LDR cells, GFP reporter derepression, 30 h; also: potency is read from the fitted curve at half-maximal effect; % of control where 0% means no effect; nearly all actives have a fitted effect of over 60% in size
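Readout is the number of GFP-expressing murine LDR cells, counted by cytometry following washing. Cells were treated with compound for 30 h at 37 C; the stably integrated CMV-GFP locus is normally silent.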
aGal spleen mod = inhibits or activates alpha-galactosidase in human spleen homogenate; Potency, µM (titrated, usually from 80 µM), without a hit: top-dose activity change, negative = inhibition, actives largely listed as inhibitors; P06280; hit rate 0.008% among 240,000; human spleen homogenate, 4MU-alpha-Gal fluorescence, 40 min;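 also: potency is read from the fitted curve at half-maximal effect; 0% = enzyme with vehicle and -100% = no enzyme basal signal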
Target sequence (P06280 32-429 limits assumed): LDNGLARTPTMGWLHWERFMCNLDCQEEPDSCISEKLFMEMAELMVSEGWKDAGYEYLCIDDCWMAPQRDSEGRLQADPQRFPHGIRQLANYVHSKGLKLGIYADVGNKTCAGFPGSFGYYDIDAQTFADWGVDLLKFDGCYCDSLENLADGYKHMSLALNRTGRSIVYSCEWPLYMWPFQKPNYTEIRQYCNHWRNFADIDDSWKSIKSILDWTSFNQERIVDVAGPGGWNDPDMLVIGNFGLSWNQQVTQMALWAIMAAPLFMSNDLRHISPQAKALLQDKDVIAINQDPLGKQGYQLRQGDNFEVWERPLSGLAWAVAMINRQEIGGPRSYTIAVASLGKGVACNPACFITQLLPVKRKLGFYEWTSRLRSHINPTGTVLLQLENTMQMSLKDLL
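Spleen homogenate 1 ug + cpd (titration) + 4-MU-alpha-D-galactopyranoside 1 mM; 37C 40 min; 50 mM citrate/phosphate pH 5.0, 0.01% Tween-20; stop pH 10; fluorescence 365/440; AC50 via Hill.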
TexasRed fluor = alters Texas Red total fluorescence, flagging assay interference. TRb/SRC2 Texas Red total fluorescence interference. Potency, µM (titrated, usually from 106 µM), for inactives: top-dose fluorescence change, negative = quenching. hit rate 0.29% among 280,000. AID 1479; active = well fitted curve in either direction with a large enough effect; inconclusive = small, poorly fitted or top-dose-only effect; also: potency is read from the fitted curve at half-maximal effect; % is scaled to controls: 0 for no effect and ±100 for the full control effect
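Flags fluorescent or light-absorbing compounds by total fluorescence, S + 2P, at 555 nm excitation and 632 nm emission. Mixture: 20 nM Texas Red SRC2 peptide, 0.6 uM human TRb LBD, 1 uM T3, 5% DMSO; compound exposure 5 h at ambient temperature.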
An asterisk follows results filed as active; ? = inconclusive; nt = not tested or not shown; [ ] = dose if it differs, or a comment. Unless noted, calls follow the shape of the dose curve; as a rule, active = well fitted curve in the direction sought with a large enough effect; inconclusive = small, poorly fitted or top-dose-only effect, or another doubt; inactive = no such curve, though single readings can be large; an effect the other way counts as inactive or inconclusive. Some of the compounds tested (hit frequency here may not be typical).

SMILES	Tau FP inhib	TRb SRC2 PPI	Tau fluor counter	NPSR antagonist	CBFb RUNX1 block	Epigenetic reg	aGal spleen mod	TexasRed fluor
Cc1onc(-c2c(Cl)cccc2Cl)c1C(N)=S	9%	-5%	4%	14%	-11%	-0.5%	2%	-4%
CCn1c(C(=O)N2CCCC(C(=O)NCCCOC)C2)cc2sccc21 (stereo not given)	0%	3%	-1%	nt	nt	6.8%	nt	-32%
N/C(=N\OC(=O)C(c1ccccc1)c1ccccc1)c1ccncc1	1%	-1%	2%	-16%	19%	0.0%	-2%	-3%
CCN1C(=O)N(C)C2(c3ccccc3)N(C)C(=O)N(C)C12c1ccccc1 (stereo not given)	-6%	-7%	-5%	-11%[46.1 µM]	1%	-0.9%	2%	1%
O=C(NCc1ccc(Cl)cc1)c1cc(=O)nc2sc(-c3ccccc3)nn12	-5%	1%	-11%	-11%[46.1 µM]	0%	0.8%	-4%	-5%
COc1ccc(CNC(=O)CC(c2ccc(OC)c(OC)c2)N2Cc3ccccc3C2=O)cc1 (stereo not given)	1%	2%	1%	nt	nt	4.4%	nt	-2%
O=C(Nc1ccc(OC(F)(F)F)cc1)c1ccc(-n2cncn2)nc1	-2%	-3%	2%	3%	-3%	-0.2%	-5%	1%
COc1cccc(OC)c1CNC(=O)CCSCc1ccccc1F	-4%	-5%	-9%	-1%	7%	-0.1%	-1%	-1%
Nc1nonc1C(=O)N/N=C/c1ccc(-c2ccc(Cl)c(C(=O)O)c2)o1	5%	-5%	7%	-26%	-23%	-8.7%	-5%	-1%
O=C(Nc1ccc(F)c(Cl)c1)N1CCN2CCCCC2C1 (stereo not given)	2%	-11%	1%	nt	nt	1.8%	nt	1%
COc1ccccc1NC(=O)COc1ccc(Br)cc1CO	1%	-18%	5%	-12%[46.1 µM]	13%	-7.3%	1%	1%
O=C(OCC(=O)N1CCN(c2ccccc2)CC1)c1cnc(Cl)c(Cl)c1	-10%	-8%	-7%	-18%	14%	-2.2%	0%	0%
O=C(Nc1ccc2oc(-c3cccnc3)nc2c1)c1cccnc1	-4%	3%	-8%	?	16%	10%	-1%	2%
CC(C)NC(=S)N1CCn2c(nc3ccccc32)C1	-1%	0%	-3%	8%	0%	-2.2%	-3%	-6%
O=C1OCCN/C1=C\C(=O)c1ccc(Cl)cc1	-2%	4%	1%	-9%	2%	-0.7%	8%	-1%
CCOc1ccc(-n2c(=S)sc3c(=O)[nH]c(SCC(=O)NCc4ccco4)nc32)cc1	5%	-3%	-21%	-8%[46.1 µM]	-15%	3.1%	10%	-2%
COc1cccc(OC)c1C(=O)NC(=S)Nc1ccc2oc(=O)ccc2c1	-5%	-3%	-2%	6%	-5%	3.1%	0%	3%
CCN(CC)C(=O)CSc1nsc(SCC(=O)N(CC)CC)c1C#N	1%	-11%	2%	-2%[46.1 µM]	1%	0.0%	-3%	-3%
Cn1c(-c2ccc(Cl)cc2)ccc(C#N)c1=O	-9%	-17%	-5%	1%[46.1 µM]	3%	-0.9%	-4%	1%
COc1ccc(-n2c(CN3CCN(Cc4ccccc4)CC3)nc3ccc([N+](=O)[O-])cc3c2=O)c(OC)c1	-14%	1%	-15%	-31%	12%	-7.9%	0%	-3%
Cc1cc(C)nc(N2CCCC(CCC(=O)NCc3ccc(F)c(F)c3)C2)n1 (stereo not given)	?	6%	-12%	42%	1%	-1.4%	-2%	-3%
CCN(CC)S(=O)(=O)c1ccc2oc(C(=O)NCCCN3CCOCC3)c(C)c2c1	-7%	-18%	-12%	-14%[46.1 µM]	10%	1.9%	5%	2%
COc1ccc(N2C(=O)CC(N(C)CCc3ccc(OC)c(OC)c3)C2=O)cc1 (stereo not given)	4%	1%	6%[2.34 µM]	4%	4%	-0.1%	0%	-7%
Cc1ccc(SCCNC(=O)/C=C/c2cccc([N+](=O)[O-])c2)cc1	14%	1%	?	-8%	-20%	0.0%	0%	0%
COc1ccc(S(=O)(=O)N2CCC(C(=O)NCCC3=CCCCC3)CC2)cc1C	12%	-4%	-9%	?	-3%	0.0%	3%	-1%
CC(=O)OCC(OC(C)=O)C(OC(C)=O)C(OC(C)=O)C(=O)Nc1ccc(C)cc1 (stereo not given)	-6%	9%	-8%	-10%[46.1 µM]	2%	-2.6%	-8%	1%
C=CCSC1=N/C(=C\c2sccc2C)C(=O)S1	-6%	-8%	-16%	-5%[46.1 µM]	-16%	-1.2%	18%	-1%
COc1ccc(/C=N/NC(=O)Cc2ccc(Cl)cc2)cc1OC	-8%	2%	-11%	22%	-2%	0.4%	6%	-2%
CCOc1ccc(-c2cn3c(n2)sc2cc(C(=O)NCCCN4CCCCC4)ccc23)cc1	3%	-3%	?	nt	nt	0.0%	nt	-30%
CC(=O)c1ccc(NC(=O)c2cc3c([nH]c2=O)CC(c2ccccc2)CC3=O)cc1 (stereo not given)	-5%	-6%	-11%	nt	nt	13%	nt	?
CCCNc1nc2c(c(=O)n(C)c(=O)n2C)n1Cc1cccc(C)c1	17%	-14%	-8%	4%[46.1 µM]	15%	-1.6%	-16%	0%
O=C(CCCCn1c(=O)c2ccccc2n(Cc2ccccc2)c1=O)NC1CCN(Cc2ccccc2)CC1	-2%	9%	-9%	-38%	2%	1.1%	1%	2%
CCN(CCCNC(=O)CSc1cc(=O)n(C)c2ccccc12)c1ccccc1	-8%	-8%	?	nt	nt	2.4%	nt	-1%
O=C(CSc1nnc(-c2ccccc2Br)n1-c1ccccc1)c1ccc(F)cc1	-2%	10%	-17%	nt	nt	0.0%	nt	-12%
O=C(Nc1ccccn1)c1ccc2c(c1)OCO2	-2%	9%	-3%	17%	5%	-1.6%	1%	-2%
COc1ccc(N2C(=O)C3CCCN3C2c2ccccc2)cc1 (stereo not given)	-6%	6%	-2%	1%[46.1 µM]	-1%	0.8%	-16%	-4%
Cc1cccc(NC(=O)c2sc3cccc(Cl)c3c2Cl)c1	-1%	2%	-18%	nt	nt	-1.6%	nt	6%
C=CCOc1ccc(/C(O)=C2/C(=O)C(=O)N(CCN3CCOCC3)C2c2ccc(C)cc2)cc1 (stereo not given)	1%	7%	4%	-9%[46.1 µM]	-4%	2.0%	-1%	0%
COc1ccc2cc(C(=O)NCC(=O)O)sc(=O)c2c1OC	3%	6%	1%	-4%[46.1 µM]	0%	-0.9%	-3%	2%
CN1CCN(C(CNS(=O)(=O)c2ccc(Cl)cc2)c2cccnc2)CC1 (stereo not given)	10%	-14%	4%	-8%[46.1 µM]	-1%	-0.8%	-10%	-5%
COc1cccc(-c2nc(CCl)cs2)c1	3%	-4%	-5%	-6%	2%	-1.1%	-1%	-2%
COc1ccc(C)cc1NC(=O)C(CCSC)NS(=O)(=O)c1ccc2c(c1)oc(=O)n2C (stereo not given)	1%	0%	1%	nt	nt	-1.1%	nt	0%
CCCC(C)C(=O)Nc1cccc(NC(C)=O)c1 (stereo not given)	-2%	-22%	-3%	-4%[46.1 µM]	-3%	-1.0%	9%	-1%
COc1cccc2c(=O)n(CC(=O)NC3CCCCC3)ccc12	4%	-5%	0%	3%[46.1 µM]	10%	0.0%	7%	-1%
COc1ccc(N2CCN(C(CNC(=O)c3cccc(Cl)c3)c3cccnc3)CC2)cc1 (stereo not given)	-4%	1%	-30%	-14%[46.1 µM]	-7%	-1.0%	-7%	1%
O=C(O)C(Cc1cn[nH]n1)=NO	0%	-5%	5%	-24%	1%	12%	9%	0%
Cc1c(C(=O)C(=O)N2CC=C(c3ccccc3)CC2)c2ccccc2n1C	4%	2%	-15%	16%	-12%	0.0%	-1%	0%
COc1ccc(C2CCCN2C(=S)Nc2ccc(C)c(C)c2)cc1OC (stereo not given)	0%	-1%	-16%	-18%	6%	0.2%	-2%	-3%

Ordered by heavy-atom count (high to low): part of the list above
SMILES	Tau FP inhib	TRb SRC2 PPI	Tau fluor counter	NPSR antagonist	CBFb RUNX1 block	Epigenetic reg	aGal spleen mod	TexasRed fluor
C=CCOc1ccc(/C(O)=C2/C(=O)C(=O)N(CCN3CCOCC3)C2c2ccc(C)cc2)cc1 (stereo not given)	1%	7%	4%	-9%[46.1 µM]	-4%	2.0%	-1%	0%
Cc1c(C(=O)C(=O)N2CC=C(c3ccccc3)CC2)c2ccccc2n1C	4%	2%	-15%	16%	-12%	0.0%	-1%	0%
CN1CCN(C(CNS(=O)(=O)c2ccc(Cl)cc2)c2cccnc2)CC1 (stereo not given)	10%	-14%	4%	-8%[46.1 µM]	-1%	-0.8%	-10%	-5%
COc1cccc2c(=O)n(CC(=O)NC3CCCCC3)ccc12	4%	-5%	0%	3%[46.1 µM]	10%	0.0%	7%	-1%
O=C(O)C(Cc1cn[nH]n1)=NO	0%	-5%	5%	-24%	1%	12%	9%	0%

Next results follow:
SMILES	Tau FP inhib	TRb SRC2 PPI	Tau fluor counter	NPSR antagonist	CBFb RUNX1 block	Epigenetic reg	aGal spleen mod	TexasRed fluor
CCCCCn1c(=S)[nH]c2ncccc2c1=O	-3%	6%	-4%	-4%[46.1 µM]	-1%	-1.0%	-14%	0%
Cc1ccc(OCC(=O)Nc2cc(C(=O)O)cc(C(=O)O)c2)cc1C	-1%	7%	-9%	14%	-1%	-2.8%	0%	0%
COc1ccc(C(=O)Nc2nc3c(s2)CCCC3)cc1S(=O)(=O)N1CCCc2ccccc21	?	-1%	-28%	-17%	-2%	0.9%	?	-1%
COC(=O)c1ccc(C(NC(=O)OCc2ccccc2)/C(=C/[C@@H](C)C(=O)N[C@@H](CO)Cc2ccccc2)c2cccnc2)cc1 (stereo not given in full)	4%	-1%	?	nt	?	-1.2%	-13%	-3%
CCS(=O)(=O)NCCc1csc(-c2ccc(OC)c(OC)c2)n1	-2%	3%	2%	10%	9%	0.0%	-2%	3%
Nc1c(Cl)ncnc1N/N=C/c1ccccn1	-4%	2%	-14%	-13%	?	?	-5%	-5%
Cc1cc(C)c2c(=O)n(CC(=O)Nc3ccc(Cl)cc3)sc2n1	?	-2%	-27%	-26%	6%	0.1%	10%	-7%
CNC(=S)NNC(=O)Cc1ccc(O)cc1	-4%	3%	-5%	10%	-12%	-1.9%	-7%	-6%

Source: PubChem BioAssay
